Vif inh = inhibitors of HIV Vif; HEK293T cells, Vif self-association by quenched fluorescence, imaging, 24 h; inhibition, % at 7.49 µM; 0.35% of 340,000 active; AID 602346; in the data active = inhibition above about 50%, passing the limit was not always enough; inconclusive = no clear call, values can overlap the other calls; inactive = below about 31%; also: some results filed as inactive read as strong as hits
TRPM1 prom inh = inhibitors of MITF-driven TRPM1 promoter in melanoma cells | SK-MEL-5 TRPM1 promoter luciferase, 24 h | inhibition, % at 12.5 µM | 0.83% of 330,000 active | AID 488899;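 active = mean inhibition across replicates of 60% or more, whatever share of single replicates reaches that level; inconclusive = some that reach 60%, reason not given; inactive = mean inhibition across replicates below 60%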; also: values of inactives mirror those of a sister screen read the other way
CaV13 ICDI inh = Disruptors of the CACNA1D IQ motif to Ca2+-dependent inactivation inhibitor domain association, primary screening, Förster resonance energy transfer in intact living …; HEK cells, CFP/YFP FRET ICDI-IQ, plate reader, 10 min; percent FRET-ratio fall versus neutral wells; inhibition, % at 12.3 µM; 0.098% of 340,000 active; AID 743397;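 active = mean replicate inhibition of at least 30% and at least 1% of replicates passing that level; inconclusive = only one of the two criteria is met; inactive = neither criterion is met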;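 also: 0% = median of the neutral control wells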
Granule exo inh = lytic granule exocytosis inhibition; TALL-104 LAMP-1 surface exposure, flow cytometry; cells stimulated with thapsigargin and PMA; inhibition, % at 10 µM; 0.66% of 360,000 active; AID 651702;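 active = inhibition above about 55%, limit read from the data; inconclusive = no clear call, values can overlap the other calls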
Peg3 promoter = inhibitors of Peg3 promoter; HeLa PEG-Prom luciferase reporter, luminescence, overnight; inhibition, % at 20 µM; 1.7% of 360,000 active; AID 588405;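 active = inhibition of at least 50% at 20 µM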
PDI inh = blocks human protein disulfide isomerase activity; P07237; PDI insulin aggregation turbidity, A650, 90 min; inhibition, % at 10 µM; 0.052% of 350,000 active; AID 588391;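 active = mean inhibition across replicates of 30% or more, whatever share of single replicates reach that level; inconclusive = mean inhibition below 30% while every single replicate reaches 30%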;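 also: absorbance from insulin aggregation driven by PDI reduction with DTT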
Target sequence (P07237 whole entry, looked up): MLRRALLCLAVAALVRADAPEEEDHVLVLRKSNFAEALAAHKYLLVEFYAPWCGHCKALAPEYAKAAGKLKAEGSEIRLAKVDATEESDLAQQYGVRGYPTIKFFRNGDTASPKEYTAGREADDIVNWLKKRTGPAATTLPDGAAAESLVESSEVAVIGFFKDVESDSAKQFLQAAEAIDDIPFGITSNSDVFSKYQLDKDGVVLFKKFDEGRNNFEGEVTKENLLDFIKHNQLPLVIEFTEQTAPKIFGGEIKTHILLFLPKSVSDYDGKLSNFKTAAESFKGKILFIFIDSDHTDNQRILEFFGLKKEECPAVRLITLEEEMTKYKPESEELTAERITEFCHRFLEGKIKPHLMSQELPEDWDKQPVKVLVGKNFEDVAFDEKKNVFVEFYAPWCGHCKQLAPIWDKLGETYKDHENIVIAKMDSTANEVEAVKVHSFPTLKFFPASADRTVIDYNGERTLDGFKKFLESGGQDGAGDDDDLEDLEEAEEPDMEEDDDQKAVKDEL
NR2E3 ag-1 = activates human photoreceptor nuclear receptor NR2E3; GST-NR2E3/biotin-RetCOR TR-FRET, 1536-well; Q9Y5X4; AID 2300; inhibition of corepressor binding, % at 4.78 µM; 0.12% of 320,000 active;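 active = percent inhibition above the cutoff of mean plus 3 SD of all tested compounds, set per screening campaign, cut at about 20% in these data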;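 also: 0% = DMSO wells and 100% = biotin wells as full block of FRET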
Target sequence (Q9Y5X4 whole entry, looked up): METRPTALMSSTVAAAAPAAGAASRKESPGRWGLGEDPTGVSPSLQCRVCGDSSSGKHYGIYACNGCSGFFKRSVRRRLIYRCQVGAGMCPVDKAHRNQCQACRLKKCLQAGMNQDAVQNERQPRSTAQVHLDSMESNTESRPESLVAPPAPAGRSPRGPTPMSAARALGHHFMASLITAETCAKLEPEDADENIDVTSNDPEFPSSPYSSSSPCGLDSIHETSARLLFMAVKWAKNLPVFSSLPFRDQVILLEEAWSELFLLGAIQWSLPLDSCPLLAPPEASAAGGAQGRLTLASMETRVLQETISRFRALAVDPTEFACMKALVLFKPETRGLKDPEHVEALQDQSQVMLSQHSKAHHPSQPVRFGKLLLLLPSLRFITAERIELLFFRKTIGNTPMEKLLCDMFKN
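system = GST-tagged NR2E3 plus biotinylated RetCOR corepressor | input = 1.35 nM GST-NR2E3 | also added = 7 nM biotin-RetCOR | schedule = 5 h incubation at 4 °C | measured by = TR-FRET with europium anti-GST and streptavidin-D2, 340 nm excitation | read-out = percent loss of FRET ratio relative to control wells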
aDG glyco up = increases alpha dystroglycan glycosylation | Pro5-aDG cells, alpha-DG glycosylation AlphaScreen (IIH6); 0% Pro5, 100% B10-LARGE cell signal | AID 624168 | 0.22% of 360,000 active | activation, % at 10 µM;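 active = activation of at least 8% versus controls, or a plate z-score of at least 8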;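 also: Pro5 are CHO cells carrying HIG-tagged alpha-DG that lacks glycosylation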
HIF-2a block = HIF-2a inhibition. 0.72% of 360,000 active. 786-0 RCC cells HIF-2a reporter, luciferase luminescence, overnight. inhibition, % at 18.8 µM;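 active = inhibition of the luminescence signal of 40% or more relative to plate controls, in a single-dose primary screen at 18.75 µM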
hiPSC survival = hiPSC single-cell survival enhancement. survival enhancement, % at 20 µM. ATPlite luminescence; 100% = ROCK inhibitor wells, 0% = DMSO. 0.044% of 360,000 active. AID 602274; in the data active = survival enhancement above about 18%;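 also: cells exposed to compounds for 16 hours before the ATP read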
NR2E3 ag-2 = human photoreceptor-specific nuclear receptor agonism. 0.35% of 360,000 active. AID 602229. Q9Y5X4. CHO-S Gal4-NCOR/VP16-NR2E3 two-hybrid, luciferase. inhibition of corepressor binding, % at 3.98 µM;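 active = inhibition above the mean of all tested compounds plus 3 SD, cut at about 70% in these data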;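 also: 0% = DMSO with NR2E3 transfected cells and 100% = cells lacking NR2E3 construct; higher means lower luciferase signal from less NR2E3 corepressor binding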
* = called active by the depositor; u = inconclusive; x = no result given.

SMILES	Vif inh	TRPM1 prom inh	CaV13 ICDI inh	Granule exo inh	Peg3 promoter	PDI inh	NR2E3 ag-1	aDG glyco up	HIF-2a block	hiPSC survival	NR2E3 ag-2
COC(=O)/C=C/C(=O)Nc1ccc(O)c(Cl)c1	4	5	-5	-5	1	1	6	0.2	7	0.5	3
COc1ccc(NC(=O)Cn2c(=O)oc3cc(S(=O)(=O)N4CCCC4)ccc32)cc1	3	x	-6	0	2	3	-1	-0.1	10	2.4	23
CN(C)/C=C/C(=O)c1ccccc1OCc1cnc(Cl)s1	3	-1	-5	-2	8	0	-1	-0.3	6	-3.5	3
CNS(=O)(=O)c1cccc(C(=O)NNC(=O)c2ccc(COc3ccccc3)cc2)c1	5	12	-2	9	9	-14	2	0.0	-3	-0.2	-23
COc1ccc(C)cc1NC(=O)CCC(=O)Nc1nnc(C(F)(F)F)s1	-2	0	-5	1	5	1	1	0.0	19	5.1	5
CCc1ccccc1NC(=S)Nn1cnnc1	-1	-8	-6	-1	8	14	x	-0.4	9	-0.4	0
CCCC1C2C(=O)N(c3ccc(OC)cc3)C(=O)C2ON1c1ccccc1 (configuration not stated)	5	-9	-6	4	14	6	0	0.1	2	-2.5	-1
CCc1c(N=O)c(-c2ccccc2)n(O)[n+]1[O-]	4	x	-5	2	-10	-3	x	-0.1	-3	5.7	-27
CCN1CCN(Cc2ccc(NC(=O)c3cc(NC(=O)c4cc(-c5ccc(OC)cc5)n[nH]4)cc(OC)c3)cc2C(F)(F)F)CC1	1	99*	15	3	32	u	2	-0.8	-32	-3.4	-12
ON=C(CCc1ccccc1)c1ccccc1	3	x	-6	2	-350	-28	x	-0.2	-277	10	-165
CCN(CC)S(=O)(=O)c1ccc(N2CCOCC2)c(NC(=O)C2=COCCO2)c1	2	-5	-5	-6	8	4	0	0.0	13	0.9	-12
Cc1ccc(NC(=O)Cn2c(=O)n(CCCC(=O)NCc3ccco3)c(=O)c3ccccc32)cc1	-1	30	-1	4	21	-3	5	-0.1	14	-2.9	-9
Cn1c(SCC(=O)N2CCCc3ccccc32)nc2cccnc21	-2	5	-5	7	2	-1	2	0.1	15	-1.0	6
Nc1nc(SCc2cccc(Br)c2)n[nH]1	-8	-7	-8	-11	4	3	x	0.1	-12	-0.3	-6
Cc1cc(O)c2c(c1)C(=O)[C@@]13Oc4c5c(c(O)c6c(O)cc(C)cc46)C(=O)C[C@H](O)[C@H]5[C@@H]1[C@@H](O)CC(=O)C3=C2O	14	x	x	0	-43	x	x	-0.1	-38	-1.0	-21
CN(Cc1ccc(C(F)(F)F)cc1)C(=O)[C@H]1O[C@@H](n2ccc(=O)[nH]c2=O)[C@H](O)[C@@H]1O	x	x	x	9	7	x	x	0.0	7	1.2	-10
CCCCNC(=O)c1ccc(Cn2c(=S)[nH]c3c([nH]c4ccc(OC)cc43)c2=O)cc1	22	-2	-2	17	80*	6	-1	-0.3	-13	2.1	10
O=C(O)c1ccc(CNCc2ccc(Cl)cc2Cl)cc1	x	0	x	-5	-1	-4	2	0.2	6	1.7	-29
CCN(CC)CCn1c2c(c(SCC(=O)Nc3ccc4c(c3)OCCO4)nc1=O)CCC2	-2	0	-4	5	-3	-1	-3	0.2	14	1.5	-6
CC(C)CN1CC(C)C(=O)N(c2ccccc2)C1=S (configuration not stated)	-2	-5	-6	1	-41	1	x	0.0	-2	6.9	-27
C[C@H](CO)N1C[C@H](C)[C@H](CN(C)C(=O)Nc2cccc3ccccc23)Oc2c(NC(=O)c3ccc(-c4nccs4)cc3)cccc2C1=O	2	8	-3	1	28	-6	x	0.0	15	-1.9	20
CC(C)(C)OC(=O)NCCc1nnc(SCc2ccccc2Cl)o1	-2	2	-5	3	22	1	1	0.1	-32	-1.6	9
COc1ccc(S(=O)(=O)N2CCCC2)cc1C(=O)N1CCCCC1	0	-2	-3	-4	-5	4	7	0.1	17	-0.1	5
COC(=O)c1cc(=O)c2cccc(OC)c2[nH]1	5	-3	-4	-14	15	-6	2	0.0	22	0.2	-3
Cc1ccccc1OCC(=O)Nn1c(COc2ccccc2)nc2ccccc2c1=O	1	12	x	1	-45	0	2	0.0	-78	-0.4	-57

Going on with the list.
SMILES	Vif inh	TRPM1 prom inh	CaV13 ICDI inh	Granule exo inh	Peg3 promoter	PDI inh	NR2E3 ag-1	aDG glyco up	HIF-2a block	hiPSC survival	NR2E3 ag-2
O=S1(=O)CC(N2CCCCC2)C1CN1CCCCC1 (configuration not stated)	5	x	-7	-12	11	15	x	0.3	13	-1.2	-6
COc1cccc(CNCc2ccc(OC)c3ccccc23)c1OC	-5	10	-1	23	4	4	-1	0.3	17	-0.7	-12
O=C(COc1ccc(Br)cc1)N/N=C1/SCC(=O)N1Cc1ccco1	-5	17	-2	-2	6	-4	0	0.2	20	0.2	18
COC(=O)c1cc(C(=O)Nc2nc3ccccc3[nH]2)cc([N+](=O)[O-])c1	-12	-45	-5	-2	-139	-3	4	-0.2	-123	0.2	-38
NS(=O)(=O)c1cccc(NC(=O)CN2CCc3ccccc32)c1	-21	6	-2	1	15	8	1	-0.5	11	1.1	-17
COc1ccc(C2=NN(C)C(=NCc3ccccc3)SC2)cc1	3	-26	-7	14	-76	-1	7	-0.3	-142	0.5	-24
CCCC(=O)Nc1nnc(SCC(=O)N2CCCCC2)s1	9	-2	-2	-4	-4	4	1	0.0	11	-0.1	-44
COc1ccc(C2C(C#N)=C(N)N(c3sc4c(c3C#N)CCCC4)C3=C2C(=O)CC(C)(C)C3)cc1 (configuration not stated)	-27	6	x	4	9	1	2	0.1	8	1.8	-20
Cc1nc2ccccc2c2c(N)cccc12	33	3	-8	11	4	-2	x	0.1	1	1.5	-3
O=C(c1cc([N+](=O)[O-])cc([N+](=O)[O-])c1)N(c1ccccn1)c1ccccn1	9	-1	-3	0	0	6	2	0.0	9	-2.2	5
CCOc1ncccc1C(=O)Nc1ccc2nc(C)sc2c1	-6	-29	-2	-7	-161	-1	2	0.2	-156	-0.5	-42
O=C(Nc1ccc(Cl)cc1)C(Cl)C(=O)c1ccccc1 (configuration not stated)	4	-22	-7	96*	-117	-14	4	0.6	-168	-0.3	-28
CCOC(=O)NC1(NC(C)C)Oc2ccccc2O1	14	-3	-3	4	1	-9	-1	0.1	11	1.0	-16
O=C(Oc1c(Br)cc(C(=S)N2CCOCC2)cc1Br)c1ccc(Cl)cc1	6	7	x	-2	6	8	-2	0.0	12	-1.0	-18
CC(=O)c1ccc(N2CCN(C(=O)CNC(=O)c3ccc(Br)o3)CC2)cc1	-6	x	-6	8	0	-8	x	-0.1	13	4.4	0
COc1cc(C(=O)Nc2cccc(NC(=O)c3cccs3)c2)cc(OC)c1OC	2	x	-5	2	14	-12	x	-0.1	-5	-0.7	1
CCC[n+]1c(C)sc2c3c(ccc21)CCCC3	-7	67*	x	4	32	0	1	6.9*	6	-0.5	-37
CCOC(=O)c1cnc2cc(Cl)c(OC)cc2c1NCC1CCCO1 (configuration not stated)	x	-4	x	3	6	-6	-1	0.0	-7	0.4	-15
CCOC(=O)C1CCN(C(=O)COC(=O)c2ccc([N+](=O)[O-])o2)CC1	-1	21	-2	-4	11	6	1	0.4	-8	-0.1	1
O=C(CNCc1ccco1)Nc1ccc(Oc2ccccc2)cc1	-10	-21	x	-2	-17	-4	0	0.2	-27	-0.6	-28
Cc1ccc(C(C)C)c(OCC(=O)N/N=C/C2CCCCC2)c1	0	-6	-2	-4	1	3	-1	0.0	10	0.0	12
O=C(NCC(c1ccco1)N1CCc2ccccc2C1)c1ccccc1Br (configuration not stated)	-5	-8	-4	22	11	-1	-3	0.2	19	-0.3	-10
CCOC(=O)C1=CN(Cc2ccco2)S(=O)(=O)NC1c1cccc(OC)c1 (configuration not stated)	2	-2	-5	-4	0	0	x	0.2	-3	0.9	-7
FC(F)(F)c1cc(C(F)(F)F)c2ccc(Oc3ccccc3)nc2n1	-1	17	-9	-2	-7	-2	1	0.3	10	-0.7	3
O=C(COc1ccccc1)Nc1ccc(OC(F)(F)C(F)F)c(NC(=O)COc2ccccc2)c1	36	-5	-3	0	4	-9	-2	0.0	-47	1.6	-13

The list goes on.
SMILES	Vif inh	TRPM1 prom inh	CaV13 ICDI inh	Granule exo inh	Peg3 promoter	PDI inh	NR2E3 ag-1	aDG glyco up	HIF-2a block	hiPSC survival	NR2E3 ag-2
O=C(/C=N/NC(=O)c1ccc(Cl)cc1Cl)c1ccccc1	-1	-44	-2	-1	-135	-5	-2	0.1	-116	1.8	-7
CCCCn1c(CCNC(=O)CCC)nc2ccccc21	-3	x	-3	-4	-6	x	4	0.1	2	-0.5	1
O=C(/C=C/c1ccccc1Cl)N1CCOCC1	5	-16	-19	-4	-39	-19	1	-0.2	-57	0.1	-23
c1csc(-c2ccn[nH]2)c1	1	-1	-3	11	-9	3	2	0.2	-25	-0.7	-56
CC1=CCCC(C)(C)C1/C=C/C(C)=N/NC(=O)c1ccncc1 (configuration not stated)	-6	-6	-7	-2	19	1	-1	0.2	14	-0.1	-2
Cc1cc(C)c2[nH]c(=O)c(=O)[nH]c2c1	11	-4	-4	-2	16	7	-1	-0.4	19	0.8	-12
Cc1cc(C)c(/C=N/NC(N)=O)c(C)c1/C=N/NC(N)=O	6	31	x	-3	36	-2	-2	0.0	18	-1.6	25
O=C(Nc1nnc(SCc2ccccc2)s1)C1=COCCO1	0	-62	-4	13	-218	-2	0	-0.1	-184	1.0	-105
OCC1(Cc2ccccc2F)CCCN(CC2CCCCC2)C1 (configuration not stated)	7	5	-6	30	-4	-5	1	0.2	6	-0.9	-12
Cc1ccc(S(=O)(=O)N/N=C/c2cccc(OC3CSC3)c2)cc1	6	11	-14	-4	25	5	0	0.0	26	4.7	-13
COc1ccc(NS(=O)(=O)c2cc(NC(=O)CNC(=O)c3ccc(C)s3)ccc2Cl)cc1	3	16	-5	-2	9	17	-1	0.2	1	-0.1	-32
CN(CC(=O)NCCc1ccc(S(N)(=O)=O)cc1)CC(=O)Nc1cccc(F)c1	-4	1	-7	0	6	12	x	-0.2	8	0.2	-19
COc1ccccc1C(=O)NC(=O)COC(=O)CCOc1ccc(C)cc1	-5	-3	-4	-1	4	0	-4	-0.1	9	-0.2	-5
CCOc1ccc(/C=N/NC(=O)CC(=O)Nc2ccc(Cl)c(Cl)c2)cc1	-4	-15	-3	2	12	14	0	-0.2	15	1.6	-33
CCC1=C2CC[C@H]3C(=O)N(c4ccccc4)C(=O)[C@H]3[C@H]2[C@@]2(C)C(=NCC3CC3)OC(=O)N2C1=O	-5	1	-3	2	-14	-1	3	0.3	0	-2.0	-45
CCc1ccc(CNC(=O)CCn2nc(C)c3c(C)n(-c4ccccc4)nc3c2=O)cc1	-5	-5	-3	-6	14	9	3	0.0	10	-0.2	9
